aGal spleen mod: alpha-galactosidase A (human) modulation; human spleen homogenate, 4MU-alpha-Gal fluorescence, 40 min; 240,000 tested, 0.008% active; AID 2107; Potency, µM (top dose mostly 80 µM), without a hit: top-dose activity change, negative = inhibition, most hits filed as inhibitors; P06280;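 further: potency means the concentration at half of the fitted maximal effect; 0% = enzyme with vehicle and -100% = no enzyme basal signal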
Target sequence (P06280 32-429 limits assumed): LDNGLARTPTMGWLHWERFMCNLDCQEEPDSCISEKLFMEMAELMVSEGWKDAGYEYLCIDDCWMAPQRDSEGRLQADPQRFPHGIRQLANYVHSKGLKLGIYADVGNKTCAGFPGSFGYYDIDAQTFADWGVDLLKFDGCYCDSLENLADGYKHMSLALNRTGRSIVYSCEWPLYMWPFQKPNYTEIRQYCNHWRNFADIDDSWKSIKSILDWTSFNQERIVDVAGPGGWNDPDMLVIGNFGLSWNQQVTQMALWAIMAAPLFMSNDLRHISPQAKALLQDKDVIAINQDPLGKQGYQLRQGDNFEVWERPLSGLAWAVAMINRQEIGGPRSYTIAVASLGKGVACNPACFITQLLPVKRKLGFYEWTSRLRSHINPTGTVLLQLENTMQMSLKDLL
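Spleen homogenate 1 ug + cpd (titration) + 4-MU-alpha-D-galactopyranoside 1 mM; 37C 40 min; 50 mM citrate/phosphate pH 5.0, 0.01% Tween-20; stop pH 10; fluorescence 365/440; AC50 via Hill.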
CBFb-RUNX1 inh: blocks binding between human CBF-beta and RUNX1. Q01196+Q13951. AlphaScreen CBFb-His/RUNX1-biotin binding, biochemical. Potency, µM (top dose mostly 59.8 µM), for the others: top-dose activity, negative = inhibition, hits mostly inhibitors. 230,000 tested, under 10 active; further: % of control where 0% means no effect
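AlphaScreen proximity signal reports loss of binding between His-tagged CBF-beta and biotin-labelled RUNX1, each at 30 nM. Proteins are pre-associated for 20 minutes, compounds added for 15 minutes, then beads for 90 minutes, all at ambient temperature.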
Tau FP inhib: inhibitors of human tau fibril formation; Potency, µM (series often up to 57.7 µM), for the others: top-dose activity, negative = inhibition, actives largely listed as inhibitors; K18 P301L tau heparin fibrillization, Alexa594 FP, 6 h; 280,000 tested, 0.39% active; further: potency means the concentration at half of the fitted maximal effect; on the % scale 0 is the no-effect control and ±100 the full control effect; nearly all actives have a fitted effect of over 55% in size
Target sequence (P10636 561-689 P618L limits assumed): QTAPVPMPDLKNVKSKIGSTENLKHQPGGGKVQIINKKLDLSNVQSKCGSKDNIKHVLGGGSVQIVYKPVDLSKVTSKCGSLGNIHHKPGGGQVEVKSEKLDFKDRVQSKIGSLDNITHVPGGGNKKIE
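Recombinant K18 P301L […], labeled with Alexa 594 at 0.24 uM over 15 uM unlabeled; heparin inducer 20 uM final; 37 C, 6 hr; FP endpoint.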
TexasRed fluor: counter-screen for TRb-SRC2 inhibitors: fluorescence interference | 280,000 tested, 0.29% active | Potency, µM (highest dose often 106 µM), without a hit: at the highest dose fluorescence change, negative = quenching | TRb/SRC2 Texas Red total fluorescence interference; active means well fitted curve in either direction with a large enough effect; inconclusive means small, poorly fitted or top-dose-only effect; further: potency means the concentration at half of the fitted maximal effect; on the % scale 0 is the no-effect control and ±100 the full control effect
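Human TRβ ligand-binding domain (0.6 uM) and Texas Red SRC2 peptide (20 nM) in Tris buffer with 1 uM T3 and 5% DMSO were incubated with pinned compound for 5 hr at ambient temperature. Total fluorescence was computed as S + 2P (555/632 nm).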
Tau fluor counter: counter-screen for tau fibril formation inhibitors. Potency, µM (highest dose often 57.7 µM), inactives show top-dose activity change, negative = decrease. AID 1463. tau K18 P301L Alexa594 fluorescence, heparin fibrillization. 280,000 tested, 0.93% active; further: potency means the concentration at half of the fitted maximal effect; on the % scale 0 is the no-effect control and ±100 the full control effect; nearly all actives have a fitted effect of over 55% in size
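Human tau K18 P301L (15 uM unlabeled, 0.24 uM Alexa 594-labeled) in 100 mM sodium acetate pH 7 with 20 uM heparin, 6 hr at 37 C. ThT 30 uM added, 1 hr ambient; Alexa 594 FP and total fluorescence read at 555/632 nm.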
TRb-SRC2 inh: TRbeta-SRC2 interaction inhibition. P10828. TRbeta-SRC2 peptide binding, fluorescence polarization; receptor liganded with 1 µM T3. Potency, µM (top dose mostly 106 µM), for inactives: at the top dose activity change, negative = inhibition, actives largely listed as inhibitors. 280,000 tested, 0.065% active. AID 1469;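 further: potency means the concentration at half of the fitted maximal effect; plate controls were bound peptide for no effect and peptide without receptor for full effect; nearly all actives have a fitted effect of over 50% in size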
Target sequence (P10828 whole entry, looked up): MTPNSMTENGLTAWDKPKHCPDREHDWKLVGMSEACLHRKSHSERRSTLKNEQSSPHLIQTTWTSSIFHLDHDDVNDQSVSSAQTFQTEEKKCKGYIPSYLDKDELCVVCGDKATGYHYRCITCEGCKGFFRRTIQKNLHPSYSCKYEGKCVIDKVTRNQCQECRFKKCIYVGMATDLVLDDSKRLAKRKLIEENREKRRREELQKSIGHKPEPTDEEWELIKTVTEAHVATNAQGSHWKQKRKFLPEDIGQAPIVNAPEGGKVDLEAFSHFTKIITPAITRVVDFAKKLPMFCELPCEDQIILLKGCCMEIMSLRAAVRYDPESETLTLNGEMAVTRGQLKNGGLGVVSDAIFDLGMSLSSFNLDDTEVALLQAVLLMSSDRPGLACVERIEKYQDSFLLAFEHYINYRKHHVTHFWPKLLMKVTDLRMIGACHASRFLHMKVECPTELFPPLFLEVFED
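TRb LBD 0.6 uM + Texas Red SRC2 peptide 20 nM, 1 uM T3, Tris buffer w/ 5% DMSO; compound pinned, 5 h RT; FP read ex 555/em 632; normalized to unbound and bound controls.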
Epigenetic derep: derepresses silenced GFP reporter in murine cells | murine LDR cells, GFP reporter derepression, 30 h | Potency, µM (top dose mostly 53.9 µM), without a hit: top-dose GFP activation, hits mostly activators | 280,000 tested, 0.2% active; further: potency means the concentration at half of the fitted maximal effect; % of control where 0% means no effect; nearly all actives have a fitted effect of over 60% in size
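Murine LDR cells bearing a silenced CMV-driven GFP reporter were exposed to compound for 30 h at 37 C. After PBS washes, GFP-positive cells (20-120 um objects) counted by laser-scanning microplate cytometry.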
NPSR antagonist: blocks cAMP signaling of the human neuropeptide S receptor. CHO-NPSR cells, cAMP TR-FRET, antagonist mode. Potency, µM (top dose mostly 38.3 µM), for inactives: at the top dose activity change, negative = inhibition, hits mostly inhibitors. 220,000 tested, 1% active; further: potency means the concentration at half of the fitted maximal effect; on the % scale 0 is the no-effect control and ±100 the full control effect; nearly all actives have a fitted effect of over 50% in size; many of its hits are not listed in these tables
Numbers without * were called inactive; [ ] = dose if it differs, or a comment. Unless noted, the call rests on the fitted dose curve; in most records, active means well fitted curve in the direction sought with a large enough effect; inconclusive means small, poorly fitted or top-dose-only effect, or another doubt; inactive means no such curve, though single readings can be large; an effect the other way counts as inactive or inconclusive.

O=C(Nc1ccc(O)c(-c2nc3ccccc3o2)c1)C1(c2ccc([N+](=O)[O-])cc2)CCCC1 was read as aGal spleen mod 4%, CBFb-RUNX1 inh 1%, Tau FP inhib -9%, TexasRed fluor -2%, Tau fluor counter -16%, TRb-SRC2 inh -6%, Epigenetic derep -1.9% and NPSR antagonist -24%[46.1 µM].
`Cc1ccnc(NS(=O)(=O)c2ccc(CC(C)C)cc2)c1` gave aGal spleen mod -7%, CBFb-RUNX1 inh 9%, Tau FP inhib 11%, TexasRed fluor -1%, Tau fluor counter -3%, TRb-SRC2 inh -4%, Epigenetic derep 0.8% and NPSR antagonist -10%[46.1 µM].
COc1ccccc1NC(=O)CCc1nc(-c2ccccc2F)no1 was read as aGal spleen mod -19%, CBFb-RUNX1 inh 3%, Tau FP inhib -8%, TexasRed fluor -1%, Tau fluor counter -14%, TRb-SRC2 inh 0%, Epigenetic derep 0.5% and NPSR antagonist -5%.
Screening COC(=O)C1=C(C)NC(=O)NC1c1ccc(-c2ccc(F)cc2)o1 (stereo not given) returned aGal spleen mod 2%, CBFb-RUNX1 inh -6%, Tau FP inhib 2%, TexasRed fluor 2%, Tau fluor counter -3%, TRb-SRC2 inh -6%, Epigenetic derep -0.2% and NPSR antagonist 0%.
Screening COC(=O)c1ccc(Cn2nnc3ccccc3c2=O)o1 returned aGal spleen mod 6%, CBFb-RUNX1 inh 0%, Tau FP inhib -12%, TexasRed fluor -4%, Tau fluor counter -24%, TRb-SRC2 inh 3%, Epigenetic derep -2.5% and NPSR antagonist -2%[46.1 µM].
For CCCCNC(=O)CSc1nc2ccccc2nc1Cc1ccc(Cl)cc1 the results were Tau FP inhib -12%, TexasRed fluor -1%, Tau fluor counter 1%, TRb-SRC2 inh 0% and Epigenetic derep -1.1%.
Screening COc1ccc(CNC(=O)CSc2nnc(C)c3c(C)n(-c4ccccc4)nc23)c(OC)c1 returned Tau FP inhib 0%, TexasRed fluor 0%, Tau fluor counter -8%, TRb-SRC2 inh -7% and Epigenetic derep -1.1%.
For COc1cc(NS(=O)(=O)c2ccc(NC(=S)NC(=O)c3sc4cc(F)ccc4c3Cl)cc2)nc(OC)n1 the results were aGal spleen mod 2%, CBFb-RUNX1 inh -5%, Tau FP inhib 6%, TexasRed fluor 9%, Tau fluor counter -13%, TRb-SRC2 inh 5%, Epigenetic derep -0.1% and NPSR antagonist -30%.
Screening O=c1c2ccccc2cnn1CCOc1ccccc1 returned aGal spleen mod 4%, CBFb-RUNX1 inh 8%, Tau FP inhib 2%, TexasRed fluor 2%, Tau fluor counter 5%, TRb-SRC2 inh 0%, Epigenetic derep -0.9% and NPSR antagonist 0%.
Screening CC(C)OCCCNS(=O)(=O)c1ccc2c(c1)OCCO2 returned aGal spleen mod -14%, CBFb-RUNX1 inh 11%, Tau FP inhib -5%, TexasRed fluor -3%, Tau fluor counter 1%, TRb-SRC2 inh -3%, Epigenetic derep 5.8% and NPSR antagonist 14%[46.1 µM].
CS(=O)(=O)N1CCN(c2nc(-c3ccc(F)cc3)cs2)CC1 was read as aGal spleen mod -5%, CBFb-RUNX1 inh 0%, Tau FP inhib 1%, TexasRed fluor -3%, Tau fluor counter -6%, TRb-SRC2 inh -10%, Epigenetic derep -1.1% and NPSR antagonist -14%[46.1 µM].
`O=C(NNC(=O)c1cnccc1C(F)(F)F)c1ccc(Cl)cc1` gave aGal spleen mod -6%, CBFb-RUNX1 inh 2%, Tau FP inhib 0%, TexasRed fluor -5%, Tau fluor counter -9%, TRb-SRC2 inh -2%, Epigenetic derep -0.3% and NPSR antagonist -22%.
For COc1c(Cl)cc(Cl)cc1C(=O)Nc1ccc(NC(C)=O)cc1 the results were aGal spleen mod 0%, CBFb-RUNX1 inh -1%, Tau FP inhib -5%[2.34 µM], TexasRed fluor 15%, Tau fluor counter -12%, TRb-SRC2 inh 0%, Epigenetic derep 0.1% and NPSR antagonist 18%.
Screening CCOC(=O)c1ccccc1NC(=O)N(Cc1ccco1)C1CCN(C(C)=O)CC1 returned Tau FP inhib -1%, TexasRed fluor 6%, Tau fluor counter 0%, TRb-SRC2 inh 2% and Epigenetic derep 0.8%.
CCOc1ccc(CN2CCc3nc(N4CCN(c5ccccn5)CC4)ncc3C2)cc1OC was read as Tau FP inhib 5%, TexasRed fluor -3%, Tau fluor counter -7%, TRb-SRC2 inh 1% and Epigenetic derep -1.5%.
Screening CCOc1ccc(NC(=O)Cn2c(=O)c(CNc3ccc(CC)cc3)cc3cc4c(cc32)OCO4)cc1 returned Tau FP inhib 15%, TexasRed fluor -1%, Tau fluor counter inconclusive, TRb-SRC2 inh 3% and Epigenetic derep -1.6%.
`CCN(CC)C(=O)c1c(C)[nH]c(=S)c(C#N)c1-c1ccco1` gave aGal spleen mod -7%, CBFb-RUNX1 inh -19%, Tau FP inhib -9%, TexasRed fluor 10%, Tau fluor counter -7%, TRb-SRC2 inh 7%, Epigenetic derep 1.1% and NPSR antagonist 11%.
`CCOc1ccccc1C(=O)N(C)Cc1cc2cc(OC)ccc2[nH]c1=O` gave aGal spleen mod -7%, CBFb-RUNX1 inh -2%, Tau FP inhib -2%, TexasRed fluor 2%, Tau fluor counter 1%, TRb-SRC2 inh 8%, Epigenetic derep -1.1% and NPSR antagonist -6%[46.1 µM].
Screening Cc1c(C(=O)Nc2ccc(F)cc2)oc2ccc(S(=O)(=O)N3CCC4(CC3)OCCO4)cc12 returned aGal spleen mod 1%, CBFb-RUNX1 inh -1%, Tau FP inhib inconclusive, TexasRed fluor 0%, Tau fluor counter inconclusive, TRb-SRC2 inh -7%, Epigenetic derep 0.3% and NPSR antagonist inconclusive.
Screening Cc1ccc(CSCC(=O)NCc2cccs2)cc1 returned aGal spleen mod 1%, CBFb-RUNX1 inh 3%, Tau FP inhib 0%, TexasRed fluor -1%, Tau fluor counter -8%, TRb-SRC2 inh -5%, Epigenetic derep -0.1% and NPSR antagonist -11%.
`O=C(CSc1ncc(-c2ccccc2)[nH]1)Nc1ccccc1F` gave aGal spleen mod 4%, CBFb-RUNX1 inh 1%, Tau FP inhib 11%, TexasRed fluor -1%, Tau fluor counter inconclusive, TRb-SRC2 inh -6%, Epigenetic derep -4.0% and NPSR antagonist 2%.
For CCOC(=O)N1CCN(S(=O)(=O)N2CCCC(C(=O)NCc3cc(Br)ccc3OC)C2)CC1 (stereo not given) the results were Tau FP inhib 3%, TexasRed fluor 0%, Tau fluor counter -14%, TRb-SRC2 inh 3% and Epigenetic derep -0.2%.
Screening CCC(CC)c1nnc(NC(=O)c2ccc(N3CCCCC3)c([N+](=O)[O-])c2)s1 returned aGal spleen mod 7%, CBFb-RUNX1 inh 5%, Tau FP inhib 8%, TexasRed fluor 2%, Tau fluor counter 13%, TRb-SRC2 inh 2%, Epigenetic derep 3.4% and NPSR antagonist -11%.
`CS(=O)(=O)N1CCN(C(=O)Cc2ccccc2)CC1` gave aGal spleen mod 2%, CBFb-RUNX1 inh 1%, Tau FP inhib 6%, TexasRed fluor -7%, Tau fluor counter 1%, TRb-SRC2 inh 1%, Epigenetic derep 1.4% and NPSR antagonist 6%[46.1 µM].
CC(=O)C1=C(C)NC(SCc2cccc([N+](=O)[O-])c2)=C(C#N)C1c1ccco1 (stereo not given) was read as aGal spleen mod -7%, CBFb-RUNX1 inh -20%, Tau FP inhib inconclusive, TexasRed fluor 0%, Tau fluor counter inconclusive, TRb-SRC2 inh 3%, Epigenetic derep 0.0% and NPSR antagonist -26%[46.1 µM].
For COc1ccc(NC(=O)CC2C(=O)N(CCc3ccccc3)C(=S)N2Cc2cccnc2)cc1 (stereo not given) the results were aGal spleen mod 6%, CBFb-RUNX1 inh -3%, Tau FP inhib -8%, TexasRed fluor -1%, Tau fluor counter inconclusive, TRb-SRC2 inh -1%, Epigenetic derep 0.8% and NPSR antagonist -25%[46.1 µM].
`Cc1ccc(C(=O)NNC2=Nc3cccc4cccc2c34)cc1` gave aGal spleen mod -2%, CBFb-RUNX1 inh 5%, Tau FP inhib -9%, TexasRed fluor -2%, Tau fluor counter inconclusive, TRb-SRC2 inh -7%, Epigenetic derep inconclusive and NPSR antagonist -30%.
`CCCC(=O)OCCNc1cc(SCCC(=O)OC)c2nonc2c1[N+](=O)[O-]` gave aGal spleen mod 11%, CBFb-RUNX1 inh 4%, Tau FP inhib -2%, TexasRed fluor -8%, Tau fluor counter -6%, TRb-SRC2 inh 0%, Epigenetic derep 0.0% and NPSR antagonist -1%[46.1 µM].
Cc1ccc(NC(=O)Cn2nc(-c3ccccc3)nc(Cc3ccc(Cl)cc3)c2=O)cc1 was read as Tau FP inhib -14%, TexasRed fluor -3%, Tau fluor counter -1%, TRb-SRC2 inh -1% and Epigenetic derep -0.5%.
Screening CC1CC=CC2C1C(=O)N(Cc1ccccc1)C2c1ccc(C(F)(F)F)cc1 (stereo not given) returned aGal spleen mod 0%, CBFb-RUNX1 inh 28%, TexasRed fluor -2% and TRb-SRC2 inh 4%.
CCOc1cc(N2CCOCC2)c(OCC)cc1NC(=O)COc1cccc2cccnc12 was read as aGal spleen mod 6%, CBFb-RUNX1 inh -19%, Tau FP inhib 10%, TexasRed fluor 0%, Tau fluor counter -24%, TRb-SRC2 inh 8%, Epigenetic derep -1.1% and NPSR antagonist -25%[46.1 µM].

Among those listed so far, 2 have a thiophene ring, fused or not.
For COc1cc(NS(=O)(=O)c2ccc(NC(=S)NC(=O)c3sc4cc(F)ccc4c3Cl)cc2)nc(OC)n1 the results were aGal spleen mod 2%, CBFb-RUNX1 inh -5%, Tau FP inhib 6%, TexasRed fluor 9%, Tau fluor counter -13%, TRb-SRC2 inh 5%, Epigenetic derep -0.1% and NPSR antagonist -30%.
Screening Cc1ccc(CSCC(=O)NCc2cccs2)cc1 returned aGal spleen mod 1%, CBFb-RUNX1 inh 3%, Tau FP inhib 0%, TexasRed fluor -1%, Tau fluor counter -8%, TRb-SRC2 inh -5%, Epigenetic derep -0.1% and NPSR antagonist -11%.

These rows are one share of the data (hit frequency here may not be typical).
